Jurkat tox 60K: cytotoxicity toward Jurkat cells; Jurkat E6.1 viability, ATP luminescence, 48 h; inhibition, % at 4 µM; hit rate 1.2% among 56,000;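 active = inhibition above the mean inhibition of all tested compounds plus 3 SD, cut at about 28% in these data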
HTR1A agonist: activates the human 5-HT1a serotonin receptor | activation, % at 10 µM | CHO 5-HT1a Ga15 NFAT-bla reporter, FRET ratio; 0% basal, 100% maximal reference agonist | hit rate 0.56% among 65,000 | P08908 | AID 567;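 active = activation above the screen-wide mean activation plus 3 SD, cut at about 19% in these data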;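 also: 0% = DMSO wells and 100% = 5-CT at EC100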
5HT1a antag: blocks the human serotonin 5-HT1a receptor; P08908; CHO 5-HT1a Ga15 NFAT-bla reporter, antagonist mode; inhibition, % at 10 µM; hit rate 0.68% among 62,000;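 active = inhibition above the mean of all tested compounds plus 3 SD, cut at about 43% in these data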;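 also: receptor stimulated by 5-CT agonist at 100 nM near EC80; beta-lactamase reporter measured by ratiometric fluorescence of a cleavable substrate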
HEK293 NFkB inh: lowers PMA/ionomycin-induced NF-kB signal in HEK293 cells. HEK-293 NF-kB luciferase reporter, luminescence. AID 465. hit rate 0.21% among 62,000. inhibition, % at 3 µM;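 active = inhibition above the mean of all tested compounds plus 3 SD, cut at about 40% in these data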;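 also: 0% = stimulated DMSO wells and 100% = 10 µM reference inhibitor 5653914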
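Material: HEK-293 cells with stable firefly luciferase reporter driven by four HIV NF-kB elements / Also added: PMA plus ionomycin mix as NF-kB-activating stimulus / Compound dosing: 3 µM once, 0.30% DMSO / Times: 1 h pretreatment, 16 h stimulation, 37 °C / Signal: luminescence / Evaluation: per-plate % inhibition versus controls / Benchmarks: DMSO and 10 µM reference inhibitor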
5HT1E antag: blocks the human 5-HT1E serotonin receptor; inhibition, % at 6 µM; CHO 5-HT1E Ga15 NFAT-bla reporter, FRET, antagonist; hit rate 0.99% among 65,000; P28566;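 active = inhibition above a set limit, the mean inhibition across every tested compound plus 3 SD, cut at about 29% in these data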;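 also: signal is the 460 over 535 nm emission ratio of beta-lactamase substrate; 0% = agonist plus DMSO wells and 100% = wells without agonist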
S1P1 ag pot: S1P1 (human) agonism or agonism potentiation | AID 449 | P21453 | S1P1 CRE-bla cells, forskolin, beta-lactamase FRET, potentiator mode; S1P1 agonist co-added at EC20, 2 nM; 100% = saturating reference agonist, 0% = basal | activation, % at 9.5 µM | hit rate 0.57% among 56,000;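 active = activation above a cutoff set at the mean activation of all tested compounds plus 3 SD, cut at about 54% in these data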;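 also: forskolin at 4 µM as EC80 and the EC20 agonist is SEW2871; 100% = SEW2871 at its EC100 plus forskolin at EC80; some compounds past the cut are filed as inactive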
D1 allo mod: D1 dopamine receptor (human) allosteric modulation; hit rate 5.9% among 58,000; HEK293 D1, CRE-luciferase, dopamine EC30 potentiation; actives deviate in either direction; AID 641; B-score at 10 µM; P21728;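 active = luminescence count or its row- and column-corrected plate score outside the 99.7% band of the plate's sample wells, on either side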
Target sequence (P21728 whole entry, looked up): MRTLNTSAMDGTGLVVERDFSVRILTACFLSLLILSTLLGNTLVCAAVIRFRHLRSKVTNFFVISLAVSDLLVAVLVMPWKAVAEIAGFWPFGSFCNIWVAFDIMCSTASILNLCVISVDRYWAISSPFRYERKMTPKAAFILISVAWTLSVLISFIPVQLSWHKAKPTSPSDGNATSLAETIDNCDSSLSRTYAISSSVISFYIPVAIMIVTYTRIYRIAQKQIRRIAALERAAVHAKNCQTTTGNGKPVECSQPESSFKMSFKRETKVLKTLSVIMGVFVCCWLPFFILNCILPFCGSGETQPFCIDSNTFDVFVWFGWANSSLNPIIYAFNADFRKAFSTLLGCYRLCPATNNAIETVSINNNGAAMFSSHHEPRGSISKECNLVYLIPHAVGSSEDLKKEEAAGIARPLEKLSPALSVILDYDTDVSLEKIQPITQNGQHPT
S1P3 agonist: agonists of human S1P3 receptor; activation, % at 4.5 µM; hit rate 0.1% among 60,000; Q99500; S1P3 NFAT-BLA reporter cells, agonism, FRET ratio; relative to 1 µM S1P, basal subtracted;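 active = activation above the screen-wide mean plus 3 SD, cut at about 4.5% in these data, passing the limit was not always enough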; also: some compounds called inactive have numbers as strong as hits
Target sequence (Q99500 whole entry, looked up): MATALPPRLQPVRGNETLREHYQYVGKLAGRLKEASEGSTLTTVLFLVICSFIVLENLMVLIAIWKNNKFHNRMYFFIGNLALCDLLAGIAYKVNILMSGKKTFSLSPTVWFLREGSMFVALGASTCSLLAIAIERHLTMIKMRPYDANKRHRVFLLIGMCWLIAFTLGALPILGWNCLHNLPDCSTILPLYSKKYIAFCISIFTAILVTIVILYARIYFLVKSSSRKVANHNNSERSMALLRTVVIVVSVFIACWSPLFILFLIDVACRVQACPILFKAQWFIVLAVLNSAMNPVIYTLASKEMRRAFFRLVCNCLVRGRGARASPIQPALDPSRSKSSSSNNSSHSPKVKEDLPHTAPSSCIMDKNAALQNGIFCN
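Assay system: CHO cells stably expressing human S1P3, Gα16 and NFAT-β-lactamase reporter. Timing: overnight plating, 4 h compound 37 °C, 2 h substrate RT. Signal: β-lactamase FRET emission ratio 460/535 nm. Measure: percent activation versus median 1 µM S1P response, basal-subtracted, per plate. Repeats: primary screen single test, confirmation screen in triplicate.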
5HT1E ag: agonists of human 5-HT1E serotonin receptor. P28566. CHO 5-HT1E Ga15 NFAT-bla reporter, FRET; 0% DMSO wells, 100% control agonist wells. activation, % at 6 µM. hit rate 0.69% among 65,000. AID 574;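 active = activation above a set limit, the screen-wide mean activation plus 3 SD, cut at about 8.5% in these data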;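 also: 100% = positive control agonist at 1 µM giving full maximal response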
An asterisk follows results filed as active; x = no result given.

The opening twelve compounds (preview)
SMILES	Jurkat tox 60K	HTR1A agonist	5HT1a antag	HEK293 NFkB inh	5HT1E antag	S1P1 ag pot	D1 allo mod	S1P3 agonist	5HT1E ag
O=C(/C=C/Nc1ccc(F)cc1)c1ccco1	7	-0.9	-12	-14	2	13	-7.3*	0.0	0.5
CCOC(=O)c1cn(CC(=O)Nc2ccccc2C(=O)OCC)nn1	3	-1.8	1	6	1	-21	1.5	-1.6	0.2
Cc1nc(NC2=NCN(Cc3ccccc3)CN2)nc2ccccc12	2	1.6	-14	10	-9	18	-0.17	-1.8	-0.4
C=CCNC(=O)c1ccc(C(=O)c2ccccc2)cc1	x	-1.4	5	18	-12	x	x	x	-0.4
CSc1ccccc1NC(=O)c1cc(CC(C)C)on1	-6	-2.3	12	-3	-3	-4	0.3	-0.8	1.2
Cc1ccc(C2C(C#N)=C(N)Oc3cc4c(cc32)OCO4)cc1 (stereo not drawn)	1	-0.1	6	18	7	28	2.5	-1.3	0.3
O=C(C1CCCCC1)N1CCC(c2nc3ccccc3[nH]2)CC1	4	-2.4	2	16	4	10	0.32	-1.1	-2.0
Cc1cc(C)cc(OCc2nnc(SCC(=O)c3ccc(Br)cc3)o2)c1	-4	0.7	6	6	-6	13	-0.34	-0.3	0.6
COc1cccc(C2/C(=C(/O)c3ccc(F)cc3)C(=O)C(=O)N2CCN(C)C)c1 (stereo not drawn)	2	-2.9	4	4	-2	-6	-0.025	-1.7	1.1
COCCN1C=C(C(=O)OC)C(c2ccc3c(c2)OCO3)C(C(=O)OC)=C1	5	-4.9	-2	21	5	6	-0.17	-1.5	1.7
COc1ccc(C(=O)Nc2cccc(N(C)S(C)(=O)=O)c2)cc1OC	6	-3.2	2	-2	6	0	0.27	0.3	-0.3
Nc1nc(-c2ccco2)nn1C(=O)CCc1ccccc1	2	0.0	-5	7	-4	-147	1.1	0.0	-0.8

The whole of this part, from the first entry:
SMILES	Jurkat tox 60K	HTR1A agonist	5HT1a antag	HEK293 NFkB inh	5HT1E antag	S1P1 ag pot	D1 allo mod	S1P3 agonist	5HT1E ag
O=C(/C=C/Nc1ccc(F)cc1)c1ccco1	7	-0.9	-12	-14	2	13	-7.3*	0.0	0.5
CCOC(=O)c1cn(CC(=O)Nc2ccccc2C(=O)OCC)nn1	3	-1.8	1	6	1	-21	1.5	-1.6	0.2
Cc1nc(NC2=NCN(Cc3ccccc3)CN2)nc2ccccc12	2	1.6	-14	10	-9	18	-0.17	-1.8	-0.4
C=CCNC(=O)c1ccc(C(=O)c2ccccc2)cc1	x	-1.4	5	18	-12	x	x	x	-0.4
CSc1ccccc1NC(=O)c1cc(CC(C)C)on1	-6	-2.3	12	-3	-3	-4	0.3	-0.8	1.2
Cc1ccc(C2C(C#N)=C(N)Oc3cc4c(cc32)OCO4)cc1 (stereo not drawn)	1	-0.1	6	18	7	28	2.5	-1.3	0.3
O=C(C1CCCCC1)N1CCC(c2nc3ccccc3[nH]2)CC1	4	-2.4	2	16	4	10	0.32	-1.1	-2.0
Cc1cc(C)cc(OCc2nnc(SCC(=O)c3ccc(Br)cc3)o2)c1	-4	0.7	6	6	-6	13	-0.34	-0.3	0.6
COc1cccc(C2/C(=C(/O)c3ccc(F)cc3)C(=O)C(=O)N2CCN(C)C)c1 (stereo not drawn)	2	-2.9	4	4	-2	-6	-0.025	-1.7	1.1
COCCN1C=C(C(=O)OC)C(c2ccc3c(c2)OCO3)C(C(=O)OC)=C1	5	-4.9	-2	21	5	6	-0.17	-1.5	1.7
COc1ccc(C(=O)Nc2cccc(N(C)S(C)(=O)=O)c2)cc1OC	6	-3.2	2	-2	6	0	0.27	0.3	-0.3
Nc1nc(-c2ccco2)nn1C(=O)CCc1ccccc1	2	0.0	-5	7	-4	-147	1.1	0.0	-0.8
Cc1sc(NC(=O)c2ccco2)c(CN2CCCCC2)c1C	-2	-1.9	9	11	-1	-7	0.092	-1.2	-1.5
O=C(c1cn(-c2ccccc2)nc1-c1ccccc1)N1CCOCC1	0	1.7	2	18	4	32	0.068	-1.3	-1.0
CCOC(=O)N1CCN(C(=O)CSc2ccccc2)CC1	-10	0.7	0	17	-9	1	-0.36	0.3	0.4
CCc1ccccc1NC(=O)CN1C(=O)C2CCCN2c2ncc(Cl)cc21 (stereo not drawn)	12	-3.1	37	10	0	-21	x	-1.2	0.0
COc1cccc(OCCOCCN(C)CCO)c1	5	-0.1	0	20	5	-24	-0.31	-0.7	0.3
COc1ccccc1NC(=O)c1ccc(N)cc1	x	-5.2	10	25	2	x	0.13	x	0.1
CCOc1cc(C(=O)N(C)Cc2cc3cc(OC)ccc3[nH]c2=O)cc(OCC)c1OCC	4	1.2	3	11	-13	-6	0.22	-0.6	0.7
COc1cc(C(N)=O)ccc1OCc1ccccc1	-3	-0.2	3	-9	7	8	2.5	-1.5	-0.7
Cc1ccc(Nc2nc(C(=O)NCc3ccco3)cs2)cc1	10	-1.9	14	12	-3	17	1.8	-1.1	0.2
CCCC(=O)Nc1ccc(C(=O)n2nnc3ccccc32)cc1	0	-0.7	-2	19	-3	2	-1	-0.8	0.0
COc1ccc(C(O)C(CN2CCOCC2)c2ccccc2)cc1F (stereo not drawn)	-8	-0.4	-7	10	-1	-4	-0.55	-0.1	0.0
COc1cccc(NC(=O)c2nnn(CCc3ccccc3)c2N)c1	6	0.8	-7	-3	8	-21	-0.73	0.4	0.1
CC(=O)c1c(COC(=O)c2ccco2)nc2ccccc2[n+]1[O-]	8	0.5	-2	15	7	-1	x	-1.4	-0.2
CN(CCC#N)c1ncnc2scc(-c3ccccc3)c12	14	-2.9	12	3	16	-9	2	0.3	0.6
O=C(Nc1ccc(OC(F)(F)F)cc1)C1=NCCN1	x	-2.5	-5	4	-4	x	-1.6	x	0.1
COc1ccc(NCc2nnc(SCC(=O)Nc3cccc(C)c3)o2)cc1	-6	-1.3	14	16	4	9	0.73	-0.9	-0.3
CCCCN(CCCNc1ncnc2nc[nH]c12)c1ccccc1	3	-0.5	-3	17	-14	19	-3.5*	1.1	1.2
CC(C)CC(=O)Nc1ccc2oc(-c3cccnc3)nc2c1	-9	-1.4	-1	11	21	10	-0.13	-1.2	-0.5
Cc1ccc(S(=O)(=O)Nc2cc(C(=O)NCCN3CCCC3)ccc2N2CCCCC2)cc1	0	0.7	-8	23	4	-19	-1.2	-0.4	-1.1
COc1ccccc1NC(=O)CN1CCN(C2c3ccccc3-c3ccccc32)CC1	13	-0.5	14	10	-4	-3	0.044	-1.3	1.2
O=c1cccc(-c2ccccc2)[nH]1	-2	1.0	1	8	-1	0	-0.056	0.0	-0.4
O=c1cc(CN2CCC3(CC2)OCCO3)c2c(ccc3ccccc32)o1	3	-2.4	3	18	17	3	5.4*	-1.3	-0.5
O=C(CN(C(=O)C1CSC(=O)C1)c1ccccc1F)NCc1ccc2c(c1)OCO2 (stereo not drawn)	-2	-3.2	12	21	-1	25	0.27	0.0	-0.1
CCC1(c2ccccc2)C(=O)NCNC1=O	x	0.2	x	x	-4	-2	0.11	-1.5	-0.4
O=C(c1ccc(-c2ccccc2)cc1)N1CCN(c2ncccn2)CC1	-6	12	4	6	0	3	0.0067	1.4	0.6
CCCn1c(Nc2nc3ccccc3n2C)nc2ccccc21	-18	1.3	59*	10	54*	-162	0.56	0.6	-0.6
c1ccc(NC(=NCc2ccco2)c2ccccc2)cc1	6	-0.8	14	8	3	-3	1.3	0.6	-0.7
CCn1c(SCC(N)=O)nnc1-c1ccco1	-13	0.2	0	8	-2	-29	-1	0.2	0.9
Cc1cccc(OCCCn2ccnc2)c1	5	-2.1	5	13	4	-10	0.51	-1.3	0.7
CC(c1ccccc1)n1cc(C(=O)NCc2ccncc2)nn1 (stereo not drawn)	x	-1.5	8	6	-1	x	x	x	-2.4
CCOC(=O)c1c(CN2CCC(C)CC2)oc2ccc(OC)cc12	2	2.5	-4	8	-1	8	-0.061	-1.0	0.8
COc1cc(NC(=O)N[C@H](C(=O)O)C(C)C)cc(OC)c1	-1	1.2	-4	-7	-4	10	-0.88	-0.7	-0.7
COC(=O)c1ccccc1NC(=O)Nc1cccnc1	x	-0.7	-8	16	-10	x	-0.11	x	-0.2
O=C(CSCc1ccc(Cl)cc1)NCC1CCCO1 (stereo not drawn)	12	-0.3	-7	-1	1	x	0.85	-0.3	-1.0
Cn1c(=O)[nH]c(=O)c2c1nc(Br)n2CCCO	-2	1.6	16	14	5	-13	-0.15	-1.1	-0.2
COC(=O)Cn1cnc(=O)c(C#N)c1/C=C/N(C)C	2	-6.4	-12	0	-9	-12	-4.7*	-1.5	0.2
O=C(Cn1ncc2c(=O)oc3ccccc3c21)NCCN1CCN(c2ccccc2F)CC1	-6	-2.6	6	9	6	-23	x	0.4	1.0
CCOC(=O)N1CCC(Nc2cccc(SC)c2)CC1	3	-1.7	10	17	3	2	0.085	-1.3	0.1

Some entries already given, reduced to S1P1 ag pot, HTR1A agonist and 5HT1E ag.
Molecule	S1P1 ag pot	HTR1A agonist	5HT1E ag
COc1ccc(NCc2nnc(SCC(=O)Nc3cccc(C)c3)o2)cc1	9	-1.3	-0.3
CCCCN(CCCNc1ncnc2nc[nH]c12)c1ccccc1	19	-0.5	1.2

More records
SMILES	Jurkat tox 60K	HTR1A agonist	5HT1a antag	HEK293 NFkB inh	5HT1E antag	S1P1 ag pot	D1 allo mod	S1P3 agonist	5HT1E ag
Cc1cc(Nc2ccc(Br)cc2F)n2ncnc2n1	0	2.6	-10	4	-1	-21	-0.17	-1.1	0.5
CN(CC(=O)NC1CCCCCCC1)S(=O)(=O)c1cccc2cccnc12	6	0.5	-4	11	0	-15	x	0.1	-0.8
COc1ccc(C2CC(=O)N3CN(c4ccc(C)c(Cl)c4)CSC3=C2C#N)cc1 (stereo not drawn)	-3	-3.9	3	-10	6	10	-0.0054	-0.7	1.0
CCOC(=O)CC(=O)CSc1ncc(C(=O)OCC)c(N)n1	-1	-1.6	-5	3	-1	-30	0.64	-0.8	0.5
CC(C)C(NS(=O)(=O)c1ccc2c(c1)oc(=O)n2C)C(=O)N1CCN(C2CCCCC2)CC1 (stereo not drawn)	-6	1.0	11	0	-4	-12	x	-0.7	1.7
Cc1nnc(SCC(=O)N2CCc3ccccc32)s1	7	1.4	-9	4	-9	-7	0.56	-0.9	-1.1
CCn1c(SCC#N)nc2c(c1=O)C1(CCCC1)Cc1ccccc1-2	4	2.8	16	15	20	-26	2.5*	-1.3	-0.7

Assay outcomes from PubChem.
